# HepG2 tox: qHTS for Inhibitors of TGF-b: Cytotox Counterscreen; Potency, µM (top dose mostly 46.1 µM), without a hit: top-dose activity change, negative = cytotoxicity, hits mostly cytotoxic; AID 588856, 2011; actives 0.76% (n = 410,000); HepG2 CAGA-GFP viability, ATP luminescence, 18 h; also: potency is read from the fitted curve at half-maximal effect; some results filed as inactive show a strong effect at the top dose
#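 HepG2 CAGA-GFP cells (1000/well, DMEM with 1% FBS) received compound, then TGF-beta at 500 pg/mL final, and were incubated 18 hours at 37 degrees C. Viability was read by CellTiter-Glo luminescence. Media-only wells were set as complete cell-killing and DMSO as no toxicity.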
# Nrf2 ARE act: qHTS of Nrf2 Activators; AREc32 ARE-luciferase reporter (MCF7-derived line), luminescence, 24 h; Potency, µM (doses to about 46.1 µM), for the others: at the top dose activation, actives largely listed as activators; actives 0.31% (n = 410,000); AID 624171, 2012; also: potency is read from the fitted curve at half-maximal effect; % of control where 0% means no effect; nearly all actives have a fitted effect of over 65% in size
#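 Luciferase luminescence (Steady-Glo, 30 min at room temperature) served as the read-out of ARE activation in AREc32 cells treated with compounds for 24 hr at 37 deg C.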
# Abeta rescue: qHTS for compounds that reverse cellular toxicity of Amyloid beta (A-beta) peptide in yeast: Primary Screen; yeast expressing A-beta42, growth rescue, OD600, 48 h; response scale: 0% DMSO, 100% iron-clioquinol control; AID 1347071, 2019; actives 0.063% (n = 410,000); Potency, µM (highest dose often 46.1 µM), without a hit: at the top dose growth rescue, actives largely listed as activators; also: potency is read from the fitted curve at half-maximal effect; nearly all actives have a fitted effect of over 55% in size
#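 Yeast growth medium received pinned compounds, then yeast cells expressing toxic A-beta were added; plates incubated at 30 C for 48 hr. Growth read as absorbance at 600 nm, normalized to DMSO and equimolar FeCl3 plus clioquinol controls.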
# pAkt inh: HTS Assay for Inhibitors of Akt Phophorylation: Primary Screen; Neuro2A IGF-stimulated pAkt S473 HTRF, 20 min; stronger effect = lower value; activity change, % for hits at 50 µM; actives 0.32% (n = 360,000); AID 651550, 2012; in the data active = activity change below about -80%; inconclusive = mostly about -51% to -80%; also: % is scaled to controls: 0 for no effect and ±100 for the full control effect
#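 Neuro2A cells (4,500/well, DMEM with 0.5% FBS) were treated with compound at a single 50 µM final concentration, stimulated with 6 nM IGF for 20 min at 37 °C, and lysed. Phospho-Akt Ser473 was read by HTRF as 665/615 ratio ×10^4.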
# MmCpn inh: Inhibitors of TCP-1 ring complex (TRiC) of Methanococcus maripaludis (MmCpn): qHTS; Chaperonin Mm-Cpn (Methanococcus maripaludis); purified Mm-Cpn ATPase, ADP Transcreener TR-FRET; Potency, µM (highest dose often 76.9 µM), for the others: at the top dose activity, negative = inhibition, hits mostly inhibitors; actives 0.031% (n = 330,000); AID 504842, 2011; also: potency is read from the fitted curve at half-maximal effect; % is scaled to controls: 0 for no effect and ±100 for the full control effect; nearly all actives have a fitted effect of over 80% in size
#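 Measured: ADP formation by purified Mm-CPN. Conditions: 25 nM protein, 10 uM ATP, Tris pH 7.4 with Mg2+, K+ and DTT, 37°C for 30 min. Detection: Transcreener HTRF after 30 min at room temperature.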
# A549 tox: Nrf2 qHTS screen for inhibitors: counterscreen for cytotoxicity. AID 504648, 2011. actives 0.16% (n = 390,000). A549 ARE-Fluc cells, CellTiter-Fluor viability, 18-24 h. Potency, µM (series often up to 46 µM), inactives show at the highest dose activity change, negative = cytotoxicity, actives largely listed as inhibitors; also: potency is read from the fitted curve at half-maximal effect; % is scaled to controls: 0 for no effect and ±100 for the full control effect
#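 A549 ARE-Fluc cells in 5% FBS OPTI-MEM, 5000 cells/well, rested 2 h then exposed to compounds in concentration-response for 18-24 h at 37 °C. Viability by CellTiter-Fluor fluorescence (Ex 405/Em 525) after 30 min; luciferase luminescence (BugLite, 15 min, RT) read afterwards.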
# Nrf2 inh: Nrf2 qHTS screen for inhibitors | A549 ARE-Fluc reporter, luciferase luminescence, 18-24 h | Potency, µM (titrated, usually from 46 µM), for inactives: at the highest dose activity change, negative = inhibition, usual class: inhibitors | actives 2.1% (n = 360,000) | AID 504444, 2011; also: potency is read from the fitted curve at half-maximal effect; % is scaled to controls: 0 for no effect and ±100 for the full control effect; nearly all actives have a fitted effect of over 60% in size
#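 Quantitative HTS in A549 cells stably bearing an antioxidant response element-firefly luciferase construct. Inhibition of Nrf2-driven transcription was scored by luminescence after 18-24 h of compound exposure at 37 °C.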
# CCT chaperon mod: High-Throughput Screening for Modulators of Cytosolic Chaperonin Activity | purified chaperonin ATPase assay, HTRF ADP detection, 30 min | activity change, % (no concentration beside the values), hits read low | actives 0.3% (n = 360,000); in the data active = activity change below about -30%; also: % is scaled to controls: 0 for no effect and ±100 for the full control effect
#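 TRiC at 40 or 20 nM final (batch-dependent) in 30 mM Tris pH 7.4, 100 mM KCl, 5 mM MgCl2, 1 mM DTT, with compound at single 76 uM and 10 uM ATP, 30 min at 37 deg C. ADP detected by HTRF Transcreener, 665/615 ratio.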
# TGFb inhibitor: qHTS for Inhibitors of TGF-b; Potency, µM (highest dose often 46.1 µM), for inactives: at the top dose activity, negative = inhibition, most hits filed as inhibitors; HepG2 CAGA-GFP TGF-b/SMAD3 reporter, GFP fluorescence, 18 h; TGF-beta stimulated, 500 pg/mL final; actives 1.2% (n = 410,000); AID 588855, 2011; also: potency is read from the fitted curve at half-maximal effect; % is scaled to controls: 0 for no effect and ±100 for the full control effect; nearly all actives have a fitted effect of over 65% in size
#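 Inhibition was scored as loss of TGF-beta-induced (500 pg/mL final, 18 hours, 37 degrees C) GFP in HEPG2 cells carrying a CAGA-GFP reporter, in DMEM with 1% FBS. Well GFP was summed per cell; Activity was normalised to unstimulated and stimulated DMSO wells, then concentration-response fitting.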
# Active calls of the source: *; i = inactive; u = inconclusive; x = not tested or not shown. Unless noted, calls follow the shape of the dose curve; as a rule, active = well fitted curve in the direction sought with a large enough effect; inconclusive = small, poorly fitted or top-dose-only effect, or another doubt; inactive = no such curve, though single readings can be large; an effect the other way counts as inactive or inconclusive.
# A first look, 2 compounds:
no.	structure	HepG2 tox	Nrf2 ARE act	Abeta rescue	pAkt inh	MmCpn inh
1	CC(=O)Nc1cc(-c2ccccc2)cn2c(-c3ccc(F)c(Cl)c3)cnc12	-38%	18%	-1%	i	x
2	O=C(NC1CCCCC1)c1cc([N+](=O)[O-])ccc1N1CCOCC1	-2%	-0.7%	-10%	x	1%

no.	A549 tox	Nrf2 inh	CCT chaperon mod	TGFb inhibitor
1	x	x	-2.5	-9%
2	-14%	x	-2.3	-22%

# Main list, previewed entries included:
no.	structure	HepG2 tox	Nrf2 ARE act	Abeta rescue	pAkt inh	MmCpn inh
1	CC(=O)Nc1cc(-c2ccccc2)cn2c(-c3ccc(F)c(Cl)c3)cnc12	-38%	18%	-1%	i	x
2	O=C(NC1CCCCC1)c1cc([N+](=O)[O-])ccc1N1CCOCC1	-2%	-0.7%	-10%	x	1%
3	c1ccn2c(CNc3ncnc4sccc34)nnc2c1	-12%	-0.3%	6%	i	-2%
4	CCC(C)Nc1nc2c(c(=O)[nH]c(=O)n2C)n1CCOc1ccccc1 (stereo unspecified)	-19%	0.5%	-8%	i	0%
5	O=C(NCCSc1ccccc1)c1ccccc1Cl	-28%	-0.2%	18%	i	1%
6	CCCCCCCCC(=O)N/N=C/c1ccccn1	-22%	0.6%	20%	i	1%
7	COc1ccc(-c2noc(CN(C)Cc3ccccc3)n2)cc1	-13%	2.8%	-19%	i	0%
8	CCOc1ccc(C(=O)Cn2cnc3ccccc3c2=O)cc1	-14%	0.6%	-20%	i	-15%
9	COc1cccc(NC(=O)c2nnn(CCc3ccccc3)c2N)c1	-22%	2.6%	7%	i	-3%
10	O=S(=O)(CCc1nnc(-c2ccccc2)o1)c1ccc2ccccc2c1	-2%	-0.2%	10%	i	-12%
11	O=C(CSc1nnc(COc2ccccc2)o1)Nc1ccc(F)cc1	-5%	0.0%	-4%	i	0%
12	Cc1ccccc1CNC(=O)c1csc([C@@H]2O[C@H](CO)[C@@H](O)[C@H]2O)n1	-4%	-0.2%	-17%	i	x
13	COc1cccc2[nH]c(C(=O)NCc3ccc4c(c3)CCN4C(=O)c3ccc(F)cc3)cc12	-13%	1.1%	-18%	x	x
14	O=C(COc1ccc(Cl)cc1)Nc1nc(-c2ccc(S(=O)(=O)N3CCOCC3)cc2)cs1	-6%	-0.2%	-11%	i	45µM*
15	O=C(CN1C(=O)c2cccc3cccc(c23)C1=O)N1CCOCC1	6%	u	-8%	i	-1%

no.	A549 tox	Nrf2 inh	CCT chaperon mod	TGFb inhibitor
1	x	x	-2.5	-9%
2	-14%	x	-2.3	-22%
3	1%	-30%	-1.0	-1%
4	0%	-22%	-2.3	-2%
5	21%	u	-2.0	-15%
6	-11%	u	-1.4	u
7	5%	14%	-2.8	4%
8	-1%	u	-1.5	-1%
9	-3%	u	1.7	-16%
10	-6%	5%	0.5	u
11	1%	-3%	-0.8	-1%
12	x	x	-0.8	9%
13	-8%	x	x	-45%
14	-22%	u	-0.7	-8%
15	1%	12%	-0.6	2%

# More entries follow.
no.	structure	HepG2 tox	Nrf2 ARE act	Abeta rescue	pAkt inh	MmCpn inh
16	CCCCn1c(N)c(N(CCOC)C(=O)COC(=O)CCOc2ccc(C)cc2)c(=O)[nH]c1=O	6%	-0.1%	-4%	i	0%
17	Cc1c(N=C2N=C(NC(=O)Nc3ccc(Cl)cc3)c3ccccc32)c(=O)n(-c2ccccc2)n1C	-24%	3.7%	-8%	i	-2%
18	CCCCOC(=O)c1ccc(NS(=O)(=O)c2c(C)nc3scc(C)n3c2=O)cc1	-29%	5.6%	2%	x	x
19	O=C1C[C@@H]2c3c(cccc3CN1Cc1ccccc1F)C[C@@H](O)[C@H]2O	-2%	0.3%	6%	i	x
20	CCOC(=O)c1c(-c2ccccc2)csc1NC(=O)c1ccc(N2C(=O)CCC2=O)cc1	-13%	-0.1%	5%	i	-9%
21	O=C(CNC(=O)c1ccco1)OCC(=O)c1ccc([N+](=O)[O-])cc1	4%	3.0%	-6%	i	-1%
22	Nc1ccccc1C(=O)NCc1ccccc1	4%	0.3%	11%	i	-6%
23	CCOC(CNC(=O)c1cccc([N+](=O)[O-])c1)OCC	-21%	-0.6%	7%	i	-1%
24	COc1ccccc1NS(=O)(=O)c1ccc(C(=O)NCc2ccc(S(N)(=O)=O)cc2)cc1	6%	-0.9%	-7%	i	3%
25	Cc1oc2c(c1C(=O)NCc1cccc(Br)c1)C1=NCCN1C=N2	-15%	2.0%	-26%	x	x
26	COc1ccc(NC(=O)c2cccnc2C(=O)O)c(OC)c1	1%	0.4%	-2%	x	-2%
27	O=[N+]([O-])c1ccccc1/C=N/OCc1ccccc1	4%	6.5%	-7%	i	-1%
28	Cc1ccc(-n2c(O)c(C=Nc3ccc4c(c3)OCO4)c3ccccc3c2=O)cc1C	-6%	-1.8%	8%	i	-7%
29	Cc1ccc(C)n1-c1ccc(C(=O)NN)s1	3%	2.1%	-15%	i	-2%
30	O=c1c2ccccc2c(-c2ccc(Cl)cc2)nn1-c1ccccc1	-31%	2.3%	-5%	i	-2%

no.	A549 tox	Nrf2 inh	CCT chaperon mod	TGFb inhibitor
16	3%	-2%	1.9	-2%
17	-10%	-6%	-0.5	u
18	-9%	16µM*	x	11µM*
19	0%	0%	0.0	-8%
20	-6%	-4%	-1.2	4%
21	5%	-15%	-2.2	1%
22	2%	u	-0.3	2%
23	2%	2%	-1.9	-27%
24	3%	-15%	-1.9	3%
25	10%	6%	x	-1%
26	-6%	x	-1.5	-19%
27	-1%	u	0.6	-11%
28	-8%	0%	-0.4	14%
29	-6%	-13%	-0.2	-1%
30	x	u	1.2	-2%

# A few values from above:
# entry 19 in HepG2 tox shows -2%
# entry 26 in Abeta rescue shows -2%
# entry 30 in CCT chaperon mod shows 1.2

# Remaining list, next part:
no.	structure	HepG2 tox	Nrf2 ARE act	Abeta rescue	pAkt inh	MmCpn inh
31	COCCN1CCN(C(=O)c2ccc3c(c2)S(=O)(=O)c2ccccc2C3=O)CC1	-27%	-0.6%	6%	i	x
32	CC(=O)Nc1ccc(S(=O)(=O)NNC(=O)COc2ccc(Cl)cc2Cl)cc1	2%	0.7%	-2%	i	-3%
33	CN1CCN(C(=O)C2=C[C@H](C3CCCCC3)C[C@H](OCc3ccc(CO)cc3)O2)CC1	-22%	3.1%	-4%	i	x
34	COCCN(CCOC)C(=S)Nc1ccccc1Cl	-6%	-0.3%	-6%	i	-2%
35	CNc1nnc(SCC(=O)c2c(N)n(C3CC3)c(=O)[nH]c2=O)s1	10%	0.0%	-5%	i	-3%
36	CCCCN1C(=O)C(=O)N(CC(=O)Nc2cc(OCC)c(N3CCOCC3)cc2OCC)C1=O	4%	0.0%	-13%	i	3%
37	O=C(NCCn1cccn1)c1ccc(OC2CCN(C(=O)C3CC3)CC2)cc1	-7%	-0.2%	7%	i	-1%
38	CCOC(=O)c1ccc(NC(=S)NCCc2ccccc2)cc1	-13%	1.4%	-6%	i	1%
39	CCOC(=O)c1ccc(NS(=O)(=O)c2cc3c(cc2C)NC(=O)CO3)cc1	6%	-0.1%	10%	i	-1%
40	CC(CNC(=O)CCn1ccc2cc(S(=O)(=O)N3CCCC3)ccc21)c1ccccc1 (stereo unspecified)	-3%	-0.1%	-7%	i	-7%
41	Cc1ccc(NS(=O)(=O)c2ccc(C(=O)N3CC(C)OC(C)C3)cc2)cc1 (stereo unspecified)	-13%	-0.1%	-2%	i	0%
42	CN(C(=O)COc1coc(CN2CCN(c3ccccc3)CC2)cc1=O)c1ccccc1	-1%	-0.5%	4%	i	-2%
43	CCc1nnc(NC(=O)c2cc(-c3ccccc3)nn2-c2ccccc2)s1	-15%	-0.1%	12%	i	-1%
44	CN(CC(=O)Nc1cccc(F)c1)C(=O)c1ccccc1CCc1ccccc1	-39%	0.1%	15%	i	1%
45	C[C@H]1COc2cc(N3CCC[C@H]3CO)ccc2S(=O)(=O)N1	x	0.1%	-5%	i	x
46	O=[N+]([O-])c1ccc(C2=NN(CCO)C(=Nc3ccc(OC(F)(F)F)cc3)SC2)cc1	-67%	2.9%	-21%	i	0%
47	CNC(=S)NNC(=O)CNc1ccc(C)c(Cl)c1	-4%	0.0%	-10%	i	0%

no.	A549 tox	Nrf2 inh	CCT chaperon mod	TGFb inhibitor
31	-6%	1%	0.0	-5%
32	-6%	-13%	1.5	-3%
33	2%	-2%	-1.0	-4%
34	-1%	u	2.3	-14%
35	2%	1%	-12	3%
36	-1%	-14%	1.5	10%
37	0%	2%	-1.4	-7%
38	-1%	15%	-2.1	u
39	0%	-29%	-0.5	-7%
40	10%	13%	-0.1	-17%
41	1%	u	-1.2	-30%
42	8%	3%	1.2	2%
43	-7%	-18%	-0.8	15%
44	-10%	-10%	-2.2	-16%
45	x	x	1.7	x
46	-3%	u	1.3	u
47	0%	-28%	-0.2	-13%

# An unsorted share of the library. About 4.3% of those tested had a hit in this group.
